Source: PubChem BioAssay
RMI FANCM FP – RMI-FANCM interaction inhibition | AID 1159607 | Fluorescence polarization, RMI core complex with F-MM2 peptide; active compounds read low | 70,000 compounds, 0.58% hits | FP signal (polarization) at 33 µM; in the data active = FP signal below about 40; also: inactives centre near 61; strong numbers were not always called active; unit not given here
* = called active by the depositor; & = joins results of further samples. This is a subset, so the mix of outcomes need not match the whole.

SMILES	RMI FANCM FP
CC1(C)CC(=O)C2=C(C1)Nc1nc(SCc3ccccc3F)[nH]c(=O)c1C2c1ccccn1 (stereo unspecified)	57
O=S(=O)(c1ccc(Cl)s1)N1CCN(c2ccc(-c3ccccn3)nn2)CC1	112
CC(C)C(=O)Nc1ccc(C(=O)NCCNC(=O)c2ccco2)cc1	74
CCCn1c(=O)c2c(ncn2C)n(CCC)c1=O	54
Cc1cc2nc(Sc3c([N+](=O)[O-])nc(C)n3Cc3ccccc3)[nH]c2cc1C	62
Cc1ccc(C)c(S(=O)(=O)Nc2ccc3sc(C)nc3c2)c1	73
NNC(=O)c1cc(OCC(F)(F)F)ccc1OCC(F)(F)F	52
Cc1cccc(-c2noc(CS(=O)(=O)c3ccc(Cl)s3)n2)c1	108
Cc1noc(C)c1S(=O)(=O)Nc1ccc(-n2nc(C(F)(F)F)cc2-c2cccs2)cc1	54
O=C(CS(=O)(=O)c1cn(CC(=O)N2CCCCC2)c2ccccc12)Nc1ccc2c(c1)OCCO2	58
O=C(N/N=C\c1cccs1)c1ccc2c(c1)OCO2	63
COc1cc([C@@H]2c3cc4c(cc3C(O[C@@H]3O[C@@H]5CO[C@@H](c6cccs6)OC5[C@H](O)[C@H]3O)C3COC(=O)[C@@H]32)OCO4)cc(OC)c1O (stereo partly specified)	54
O=C(Nc1ccc(N2CCCCS2(=O)=O)cc1)OCc1ccccc1	52
S=c1nccc(-c2ccc(-c3cccs3)s2)[nH]1	33*
CC(C)(C)c1csc(CN2CCN(C(=O)c3cccc(Cl)c3)CC2)n1	62
COc1ccc(NC(=O)CSc2nc3c(sc(=S)n3-c3ccccc3)c(=O)[nH]2)cc1OC	60
N=C(N)Sc1cnc2ccccc2n1	37*
CCOc1ccccc1N1CC(C(=O)Nc2ccccc2Cl)CC1=O (stereo unspecified)	56
CC(=O)Nc1ccc(S(=O)(=O)Cl)cc1	59
COc1cc(NC(=O)CSc2ncc(-c3cccc(Br)c3)o2)cc(OC)c1OC	70
Cc1cc(C(=O)Nc2nccs2)c(C)o1	78
O=c1c2ccccc2n(Cc2nc(-c3cccc(Cl)c3)no2)c(=O)n1CC1CCCO1 (stereo unspecified)	98
O=C(Nc1ccc(F)cc1)N1CCN(Cc2nc(-c3ccco3)cs2)CC1	64
CCOc1ccccc1NC(=O)CSc1nnnn1-c1ccccc1C(F)(F)F	51
O=C(Nc1ccc2c(c1)CN(C(=O)C1CC1)CC2)c1ccccc1C(F)(F)F	65
O=C(NCC1CCN(C2CCCC2)CC1)C(=O)Nc1ccccc1	75
NC(CC(=O)O)C(=O)Nc1ccc(Cl)cc1 (stereo unspecified)	58
O=C(Nc1ccc2c(c1)N(C(=O)C1CCCC1)CC2)c1ccc(C(F)(F)F)cc1	73
COc1ccc(-c2nc(NC(=O)CSc3nncn3-n3cccc3)sc2C)cc1	57
COc1ccc(CCNC(=O)c2ccc(NS(=O)(=O)c3cc(C)ccc3C)cc2)cc1OC	73
CC[C@@H](C)[C@H]1O[C@]2(CC[C@@H]1C)C[C@@H]1C[C@@H](C/C=C(\C)[C@@H](O[C@H]3C[C@H](OC)[C@@H](O[C@H]4C[C@H](OC)[C@@H](O)[C@H](C)O4)[C@H](C)O3)[C@@H](C)/C=C/C=C3\CO[C@@H]4[C@H](O)C(C)=C[C@@H](C(=O)O1)[C@]34O)O2	59
O=C(C1CCN(c2ccc(-c3ccco3)nn2)CC1)N1CCN(Cc2ccccc2)CC1	62
CC(=O)Nc1ccc(SCC(=O)N2CCN(c3ccccc3)CC2)nn1	68
O=C(NCCOc1ccc2c(c1)OCO2)c1c(F)cccc1F	61
C=CCn1c(=NC(=O)c2ccco2)sc2cccc(OCC)c21	75
NS(=O)(=O)c1cc2c(cc1Cl)NC(C(Cl)Cl)NS2(=O)=O (stereo unspecified)	65&57
CCN1C(=O)Cc2cc(NC(=O)c3c(F)cccc3Cl)ccc21	68
CCOc1ccc(NC(=O)Cn2c(C)cc(C)c(-c3nc(-c4ccc(OC)cc4)no3)c2=O)cc1	122
Cc1ccc(NC(=O)c2ccc(CNS(=O)(=O)c3cccc(Cl)c3)cc2)cc1	77
COc1ccc(Cl)c2sc(N3CCN(C(=O)/C=C/c4cccs4)CC3)nc12	70
O=[N+]([O-])c1ccc(ONS(=O)(=O)c2ccc(F)cc2)c([N+](=O)[O-])c1	54
Cc1cccc(C)c1NC(=O)CN1CCOCC1	58
O=S(=O)(c1cccs1)N1CCN(c2ccc3nnc(C4CC4)n3n2)CC1	63
Cc1onc(-c2c(Cl)cccc2Cl)c1C(=O)NCCSC1=NCCN1	64
Cc1cc(C(=O)OCC(=O)c2ccc(Cl)cc2)ccc1[N+](=O)[O-]	49
O=C1COc2cc(Cl)ccc2N1Cc1nc(-c2ccncc2)no1	63
CCOc1ccc(-c2cn3c(CC(=O)Nc4ccc(C(N)=O)cc4)csc3n2)cc1	88
O=C(NCc1ccsc1)C(=O)NC1CCCCCC1	71
COc1ccc(/C=C2\SC(=S)N(CC(=O)Nc3ccc(C(C)=O)cc3)C2=O)cc1OC	64
CCOC(=O)/C=C(/Nc1ccccc1SC)c1ccccc1	44
Cn1c(/C(C#N)=C/c2cccc(Oc3ccccc3)c2)nc2ccccc21	95
Cn1c(=O)c2c(SCC(=O)NCC3CCCO3)ccnc2n(C)c1=O (stereo unspecified)	53
C=CCN(CC=C)S(=O)(=O)c1ccc2nc(NC(=O)/C=C/c3ccco3)sc2c1	97
CCN(CC)CCN(C(=O)c1ccc2ncsc2c1)c1nc2c(OC)ccc(C)c2s1	91
O=C(Oc1ccc([N+](=O)[O-])cc1)c1c(Cl)cccc1Cl	56
Cc1cc2cc(CNC(=S)Nc3ccc(Cl)c(Cl)c3)ccc2n1C	114
COc1ccc(NC(=O)CSc2nc3ccccc3nc2N2CCOCC2)cc1	102
COc1ccc(N2CCN(CCNS(=O)(=O)c3cccs3)CC2)cc1	64
Cc1cc(F)ccc1S(=O)(=O)Nc1ccc(N2CCCCC2=O)cc1	55
Cc1ccc(N(C(=O)CCCc2ccccc2)C2C=CS(=O)(=O)C2)cc1C (stereo unspecified)	65
Next entries follow:
SMILES	RMI FANCM FP
Cc1cc2c(C(C)C)c(O)c(O)c(C=O)c2c(O)c1-c1c(C)cc2c(C(C)C)c(O)c(O)c(C=O)c2c1O	45&47&52
CCOC(=O)CSc1ccc(C(=O)O)c2c(C(=O)O)cccc12	54
CC(=O)SC1CC2=CC(=O)CC[C@]2(C)C2CC[C@@]3(C)C(CC[C@@]34CCC(=O)O4)C12 (stereo partly specified)	47
COCC(=O)N1CCCc2ccc(NS(=O)(=O)Cc3cccc(Cl)c3)cc21	71
N#CCSc1nnc2ccc3ccccc3n12	63
N#Cc1c(NC(=O)CNS(=O)(=O)c2cccc(Cl)c2)sc2c1CCCC2	80
COc1cc(C)ccc1S(=O)(=O)Nc1ccc(-c2csc3nc(C)cc(=O)n23)cc1	65
CCCN(CCC)C(=O)Cc1csc2nc(-c3ccc(F)cc3)cn12	64
COc1ccc(SCCC(=O)Nc2nc(-c3ccncc3)cs2)cc1	110
CC(=O)OC1CC[C@@]2(C)C(CC[C@]3(C)C2CCC2C4CC(C)(C)CCC4(C(=O)O)CC[C@]23C)C1(C)C (stereo partly specified)	63
CSc1cccc(NC(=O)Cc2csc(NC(=O)C3CCC(=O)N3)n2)c1 (stereo unspecified)	72
CC(=O)Nc1ccc(S(=O)(=O)Nc2ccc3c(c2)CN(C(=O)C2CC2)CC3)cc1	64
COc1cccc(NC(=O)CC2Nc3cc(C)c(C)cc3NC2=O)c1 (stereo unspecified)	58
COC(=O)c1c(C)oc2ccc(N(C(=O)/C=C/c3ccccc3)S(=O)(=O)c3cccc([N+](=O)[O-])c3)cc12	45
COc1ccc(Nc2nc(Nc3cccc(C(C)=O)c3)nc(N3CCOCC3)n2)cc1	58
CCOc1ccc(C2N(c3cccc(Cl)c3)C(=O)C3CCCN32)cc1OC (stereo unspecified)	59
O=C(Nc1nnc(-c2cc(Cl)ccc2Cl)o1)c1ccc(S(=O)(=O)N2CCCC2)cc1	55
COc1cc2c(cc1OC)C(C)N(c1ncnc(N)c1[N+](=O)[O-])CC2 (stereo unspecified)	62
COC(=O)c1cc(NC(=O)CSc2nc3scc(-c4ccc(C)o4)c3c(=O)n2-c2ccccc2)cc(C(=O)OC)c1	91
S=c1nccc(-c2ccc(Cl)cc2)[nH]1	62
Cc1nn(-c2ccccc2)c2[nH]cc(C(=O)Nc3ccc(Oc4ccccc4)cc3)c(=O)c12	49
Cc1cc(C)c2sc(NC(=O)c3ccc(F)cc3)nc2c1	59
CC(CN1CCN(Cc2ccccc2)CC1)N(C(=O)c1ccc(C(C)(C)C)cc1)c1ccccn1 (stereo unspecified)	62
Cn1nnc2c(=O)n(CC(=O)NCc3ccccc3Cl)cnc21	64
OC1(C(F)(F)F)CC(c2ccc3ccccc3c2)=NO1 (stereo unspecified)	53
CC(C)c1nnc(C2CCN(S(=O)(=O)c3ccc(Cl)s3)CC2)o1	61
COc1cccc(S(=O)(=O)N2CCCC2C(=O)O)c1 (stereo unspecified)	74
Cc1cc(C)n(C(=O)c2ccc([N+](=O)[O-])c(C)c2)n1	60
O=C(NCc1ccccc1)c1cc2cc([N+](=O)[O-])ccc2s1	50
Clc1ccc(CCNc2ncnc3[nH]ncc23)c(Cl)c1	50
O=S(=O)(Cc1ccc(Cl)cc1)N1CCCCCC1	55
COC(=O)Nc1ccc(OC)c(N2CCCCC2=O)c1	64
Cc1ccc(Nc2cc(C)nc(Nc3ccc(NC(=O)c4ccc5c(c4)OCO5)cc3)n2)cc1	75
CCOc1ccccc1C(=O)NCCN1CCN(c2ccc(OC)cc2)CC1	65
COc1ccccc1-c1ccc(N2CCN(S(=O)(=O)c3ccc(F)c(C)c3)CC2)nn1	77
O=C(NCCCn1ccnc1)C(=O)Nc1ccc(F)c(Cl)c1	54
c1cnc(-c2nc(C34CC5CC(CC(C5)C3)C4)cs2)cn1	56
O=C(NCC1CC1)Nc1csc(Cc2c(Cl)cccc2Cl)n1	61
O=C(Cc1csc(Nc2cccc(C(F)(F)F)c2)n1)N1CCN(c2ccccn2)CC1	67
Cc1cccc(S(=O)(=O)NCCC(=O)O)c1	72
COc1ccc(OC)c(C(=O)N2CCNC(=O)C2C)c1 (stereo unspecified)	69
Cc1cc(C)c(NC(=O)CSc2n[nH]c(=O)c3cc(-c4ccc(F)cc4)nn23)c(C)c1	139
Cc1nnc2ccc(N3CCN(S(=O)(=O)c4ccc(-c5ccccc5)cc4)CC3)nn12	71
NS(=O)(=O)c1ccc(NC(=O)c2cc3ccccc3c(=O)s2)cc1	65
O=C(O)Cc1csc(NC(=O)C2CCC(=O)N2)n1 (stereo unspecified)	65
Cc1nc(N2CCOCC2)c2ccsc2n1	72
CCOc1ccccc1C(=O)Nc1ccc(-c2ccc(N3CCN(C)CC3)nn2)cc1	54
CC1(C)C2CC(=O)O[C@@]3(C)C4=CC(=O)O[C@@H](c5ccoc5)[C@]4(C)CCC3[C@@]2(C)C=C[C@H]1O (stereo partly specified)	58
Cn1c(=NC(=O)C2=COCCO2)sc2cc(Cl)cc(Cl)c21	60
CSc1cccc(NC(=O)Cn2nc(SC)c(-c3nc(-c4ccc5c(c4)OCO5)no3)c2N)c1	94
c1ccc(-c2ncc(CN3CCN(c4ccccn4)CC3)[nH]2)cc1	64
O=C(NCc1ccccc1Cl)C(=O)Nc1ccc(N2CCCS2(=O)=O)cc1	90
O=C(CSc1nnc2n1CCN2c1ccc(F)cc1)N1CCc2ccccc21	53
N#C/C(=C\c1ccc(O)cc1)C(=O)Nc1ccc(Cl)cc1	86
CCOC(=O)CN(C(=O)CSc1n[nH]c(-c2ccncc2)n1)c1ccccc1	55
COc1ccc(C)cc1NC(=O)Cn1c(C)nc2c(sc3cccc(F)c32)c1=O	101
Cc1cccc(-c2noc(CS(=O)(=O)c3ccc(Cl)cc3)n2)c1	72
Cc1cc(NC(=O)c2cccc(N3C(=O)CCC3=O)c2)on1	67
CN1C(=O)C(C)(C)COc2ccc(NC(=O)c3cccc4ccccc34)cc21	70
COc1ccc(NC(=O)Cn2cccc(-c3nc(-c4ccccc4)no3)c2=O)cc1Cl	167
(cont.)
SMILES	RMI FANCM FP
CCc1nnc2ccc(OCCNC(=O)COc3ccc(OC)cc3)nn12	69
CN(C)c1ccc(C(=O)NN=C2CCCCC2)cc1	62
O=C1CSC(=N/N=C\c2ccc(-c3ccc([N+](=O)[O-])cc3)o2)N1	61
CCCCc1ccc(NC(=O)Cn2nc(-c3ccco3)c3sc(N4CCCCC4)nc3c2=O)cc1	77
Cc1ccc(-n2cc(-c3ccccc3)c3c(NCCc4ccc(S(N)(=O)=O)cc4)ncnc32)cc1Cl	66
